# HTR2A ag: mouse Htr2a agonists via beta-arrestin recruitment, primary screen, cell-based, luminescence. CHO-K1 mHTR2A beta-arrestin complementation; percent of 30 µM serotonin response. 360,000 tested, 0.66% active. activation, % at 7.6 µM;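 active = activation above a run cutoff, the mean activation of all tested compounds plus 3 SD, cut at about 14% in these data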;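 also: 0% = plate median of compound wells and 100% = 30 µM serotonin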
# Target sequence (P35363 whole entry, looked up): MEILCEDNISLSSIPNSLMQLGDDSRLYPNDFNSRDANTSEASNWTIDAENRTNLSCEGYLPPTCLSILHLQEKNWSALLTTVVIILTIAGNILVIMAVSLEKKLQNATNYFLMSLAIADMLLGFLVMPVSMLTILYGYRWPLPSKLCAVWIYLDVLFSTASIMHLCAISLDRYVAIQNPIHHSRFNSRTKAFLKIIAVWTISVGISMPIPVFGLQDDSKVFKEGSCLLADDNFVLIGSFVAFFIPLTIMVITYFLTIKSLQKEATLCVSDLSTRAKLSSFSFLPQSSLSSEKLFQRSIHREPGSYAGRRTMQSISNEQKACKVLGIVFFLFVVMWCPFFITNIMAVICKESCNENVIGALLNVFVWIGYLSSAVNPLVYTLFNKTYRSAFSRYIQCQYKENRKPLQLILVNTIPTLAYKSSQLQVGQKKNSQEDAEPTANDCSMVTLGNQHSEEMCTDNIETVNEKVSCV
# Granule exo inh: LAMP-1 surface exposure blockers, TALL-104 cells – cell-based, flow cytometry, MLPCN library, primary screen | inhibition, % at 10 µM | AID 651702, 2012 | TALL-104 LAMP-1 surface exposure; cells stimulated with thapsigargin and PMA | 360,000 tested, 0.66% active;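 active = inhibition above about 55%, limit read from the data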
# MC4R ag barr: MC4R agonists recruiting beta-arrestin, primary screen, cell-based, luminescence, agonist arm of biased-ligand search; activation, % at 8.9 µM; U2OS MC4R beta-arrestin complementation; percent of melanotan II response, DMSO zero; Melanocortin receptor 4 (Homo sapiens), P32245; AID 540308, 2011; 360,000 tested, 0.98% active;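 active = activation above a per-plate cutoff, the mean activation of sample wells on that plate plus 3 SD, cut at about 8% in these data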
# Target sequence (P32245 whole entry, looked up): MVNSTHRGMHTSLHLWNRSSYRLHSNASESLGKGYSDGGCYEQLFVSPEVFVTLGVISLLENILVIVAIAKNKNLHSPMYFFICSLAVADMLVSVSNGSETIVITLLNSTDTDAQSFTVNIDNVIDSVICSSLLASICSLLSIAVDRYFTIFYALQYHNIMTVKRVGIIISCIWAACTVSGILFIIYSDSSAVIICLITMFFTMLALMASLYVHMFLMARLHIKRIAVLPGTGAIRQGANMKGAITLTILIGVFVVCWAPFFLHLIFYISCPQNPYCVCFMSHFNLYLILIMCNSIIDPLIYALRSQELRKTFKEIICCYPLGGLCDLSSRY
# ABCB6 inh 2: ABCB6 transporter inhibitors, primary screen, K562-ABCB6 cells, flow cytometry, MLPCN library; ATP-binding cassette sub-family B member 6 (Homo sapiens), Q9NP58; K562-ABCB6 porphyrin accumulation, 1 h; stronger effect = lower value; fluorescence ratio to DMSO, % at 10 µM; 360,000 tested, 0.19% active;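 active = fluorescence ratio to DMSO below 75%, the collection mean minus 3 SD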;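 also: signal is porphyrin accumulated inside mitochondria; 100% equals median channel fluorescence of DMSO control wells; lower ratio means ABCB6 inhibition with less porphyrin fluorescence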
# MC4R antag cAMP: MC4R antagonists of cAMP signaling, primary screen, cell-based, TR-FRET, antagonist arm of biased-ligand search | AID 540295, 2011 | Melanocortin receptor 4 (Homo sapiens), P32245 | MC4R-expressing cells, MTII-stimulated cAMP, LANCE TR-FRET | 360,000 tested, 0.48% active | inhibition, % at 6.5 µM;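 active = inhibition above its plate's cutoff, the mean of tested wells on that plate plus 3 SD, cut at about 29% in these data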;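 also: 0% = Melanotan II alone and 100% = Melanotan II plus saturating MCL0020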
#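 Assay system: human MC4R-expressing U2OS cells; reagent: Melanotan II stimulation of cells; dosing: 6.5 µM single dose; timing: compound 30 min, challenge 1 h, detection 1 h; signal: TR-FRET cAMP assay; replicates: one well per compound, no replicates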
# PDI turbidity: inhibitors of human PDI, primary screen, biochemical, turbidity, single point, plate reader; Protein disulfide-isomerase (Homo sapiens), P07237; PDI insulin aggregation turbidity, A650, 90 min; inhibition, % at 10 µM; 350,000 tested, 0.052% active; AID 588391, 2011;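 active = mean inhibition across replicates of 30% or more, whatever share of single replicates reach that level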;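 also: absorbance from insulin aggregation driven by PDI reduction with DTT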
# CaV13 FRET inh: Primary screen for inhibitors of IQ motif and Ca2+-dependent inactivation inhibitor domain binding in CACNA1D, Förster resonance energy transfer in living cells, …. HEK cells, CFP/YFP FRET ICDI-IQ, plate reader, 10 min; percent FRET-ratio fall versus neutral wells. inhibition, % at 12.3 µM. 340,000 tested, 0.098% active;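 active = mean replicate inhibition of at least 30% and at least 1% of replicates passing that level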;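 also: 0% = median of the neutral control wells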
# N-glyco inh: increase of ERlucT glycosylation luciferase signal, primary screen, N-linked glycosylation inhibitor project, D54 ERlucT cells, luminescence, set 2; D54 ERlucT glycosylation luciferase reporter, 24 h; percent of 100 nM tunicamycin response; reporter increase, % at 12.5 µM; 360,000 tested, 0.23% active;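 active = mean luciferase reporter signal, scaled so untreated is 0 and the glycosylation-blocking control 100, at or above a set limit in every replicate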;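 also: luciferase carries N-glycosylation sites so blocking glycosylation raises the light; 0% = median of neutral control wells and 100% = median of 100 nM tunicamycin wells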
# ABHD5-PLIN5 inh: ABHD5-PLIN5 interaction inhibitors, primary screen, cell lysate, split luciferase complementation, luminescence | inhibition, % at 4 µM | 360,000 tested, 0.78% active | Perilipin-5 (Homo sapiens) + 1-acylglycerol-3-phosphate O-acyltransferase ABHD5 (Homo … | Split G. princeps luciferase complementation, 4 h;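 active = inhibition above the mean inhibition across every tested compound plus 3 SD, cut at about 22% in these data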;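 also: 0% = DMSO only wells and the 100% control is not disclosed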
# Cardio protect: cardioprotection against H2O2-induced cell death, primary screen, uHTS, H9c2 cells, ATPLite luminescence; H9c2 cardiomyocytes, H2O2 injury protection, 2 h; protection from H2O2 cell death, % at 20 µM; 360,000 tested, 0.63% active;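 active = compounds giving at least 50% protection of heart cells from peroxide-induced death in the single-dose screen, raw or plate-pattern-corrected value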;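 also: 0% = DMSO wells with peroxide and 100% = DMSO wells without peroxide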
# * = called active by the depositor; · = not tested or not shown; & = joins results of further samples.
molecule	MC4R antag cAMP	PDI turbidity	CaV13 FRET inh	ABHD5-PLIN5 inh	Cardio protect	MC4R ag barr	HTR2A ag	Granule exo inh	ABCB6 inh 2	N-glyco inh
Cc1c(NC(=O)CSc2nc3ccccc3c(=O)n2C(C)C)c(=O)n(-c2ccccc2)n1C	0	9	-5	-4	0	-0.9	2	2	101	-2
O=C1CCCC2=C1C1(CCCC1)N=C(Nc1nc3ccccc3o1)N2	7	1	-6&-5	2	-2	-1.1	-2	5	96	14
CCOC(=O)C1CCCCN1Cc1ccccc1C(F)(F)F (centres undefined)	1	-9	-8	2	-1	3.5	-4	-1	108	1
CCc1ccc(C2C(C#N)=C(N)C(C#N)(C#N)C3=CCC(C(C)(C)C)CC32)cc1 (centres undefined)	7	-1	·	-3	-14	0.6	0	-3	105	-2
CC1(C)OC(=O)C(=CNc2ccccc2F)C(=O)O1	1	4	-4	-2	4	-2.2	6	-2	97	0
O=C(Nc1ccc(NC(=O)C2CC2)cn1)c1ccccc1Cl	0	-3	-4	-5	0	-1.8	-9	-2	92	-5
Cc1nn(-c2ccc(F)cc2)c2c1cc(C#N)c1nc3ccccc3n12	2	-18	-5	3	3	-1.1	5	5	89	0
O=C(NC(=O)c1ccccc1Cl)Nc1ccc(-c2cnco2)cc1	-5	13	7	7	5	-0.9	-1	-3	99	0
CCN(CC)CCn1c(NCc2nc3ccccc3n2Cc2ccccc2)nc2ccccc21	8	-1	-5	8	19	-2.8	-10	6	105	0
COc1ccc(CCNC(=O)CC2Nc3ccccc3NC2=O)cc1 (centres undefined)	-4	7	-7	-3	7	-1.4	0	8	97	5
COc1ccc(C(CNC(=O)CN2C(=O)NC3(CC(C)CC(C)(C)C3)C2=O)N2CCOCC2)cc1 (centres undefined)	17	2	-6	0	1	-1.0	7	-6	106	1
C/C(=N\NC(=O)c1cccc(S(=O)(=O)N2CCCC2)c1)c1ccc(F)cc1	13	4	-4	-4	4	-1.3	-9	-3	98	0
Cc1cc(C)cc(C(=O)n2cnnc2N)c1	6	5	0	-5	1	-2.8	8	-5	89	0
CNC(=O)NNC(=O)c1onc(-c2c(Cl)cccc2Cl)c1C(=O)OC	14	-1	-5	-5	0	-2.0	4	5	95	5
Cc1nnc(SCC(=O)Nc2cc(C(C)(C)C)nn2-c2ccccc2)s1	6	-1	-5	-6	0	-1.4	-3	1	100	1
C[C@H](NC(=O)c1[nH]cnc1C(=O)N[C@H](C)c1ccccc1)c1ccccc1	6	-8	-5	-7	-4	1.0	0	4	95	-1
Clc1ccc(-n2c(SCc3nc4ccccc4[nH]3)nnc2-c2ccncc2)cc1	8	-3	-9	-4	1	1.3	13	4	103	0
COc1cc(NC(=O)COc2ccc(F)cc2)nc(OC)n1	-4	2	-8	-3	6	-1.4	2	-2	100	1
COc1cc(C(O)c2nc(-c3ccc(N(C)C)cc3)cs2)ccc1F (centres undefined)	0	5	·	-6	-23	-1.0	-1	-4	96	-3
Cc1csc2c(N3CCN(S(=O)(=O)c4ccc(Cl)cc4)CC3)ncnc12	9	7	-5	-2	-4	-0.4	2	6	101	0
Cc1ccccc1NC(=O)c1ccccc1NC(=O)Cc1cccc2ccccc12	3	5	-3	4	-7	5.3	6	5	95	-3
CC(=NNC(=S)N1CCCCCC1)c1cccc2cccnc12	-5	-3	-6	-16	-7	-1.9	-3	-1	101	-3
COc1ccc(C2C(C(C)=O)=C(O)C(=O)N2c2nccs2)cc1 (centres undefined)	-5	-1	·	-8	3	-0.9	7	1	100	2
Cc1ncoc1C(=O)N1CCCC(C(=O)c2ccc3c4c(cccc24)CC3)C1 (centres undefined)	4	4	-6	-2	6	-1.9	-2	-1	90	0
CCCCCCCCN1C(=O)[C@H](CC(=O)NCc2cccc3ccccc23)C[C@@]2(C(=O)OCC)CCC=C12	·	·	-3	3	·	·	-7	5	·	·
CCOc1cc(-c2cc(-c3ccc(C)o3)nc(N)c2C#N)ccc1O	-4	-11	-5	7	25	6.1	-7	0	99	14
Cc1ccc(CN2C(=O)CCC2C(=O)NCCN2CCOCC2)cc1 (centres undefined)	7	16	-5	-1	16	-0.3	1	-1	100	2
CSc1ncccc1C(=O)OCC(=O)NCc1cccs1	-6	-1	-5	8	5	0.0	10	-2	102	1
O=C(CN1C(=O)CCSc2ccc(S(=O)(=O)N3CCCC3)cc21)Nc1ccccc1	10	-2	-2	3	4	-2.0	4	-2	93	-1
COc1ccc(NC(=O)CCC(=O)NCCO)cc1	37*	-5	-2	-2	1	0.3	0	-2	95	-2
COc1cc(OC)c(C(=O)N2CCN(c3ccccn3)CC2)cc1OC	5	5	-5	1	5	-2.8	-2	-1	102	0
O=C(Nc1c(S(=O)(=O)c2ccc(Cl)cc2)csc1Br)c1ccccc1Cl	13	1	-4	-5	-6	0.4	7	9	101	-1
Cc1cc(C(F)(F)F)nn1CC(=O)NCc1ccco1	13	5	-19	1	3	-2.2	1	-4	104	0
Cn1cccc1C(=O)OCC(=O)NC(=O)NC1CCCCC1	13	3	-2	-8	-8	-0.4	2	-5	98	-1
CCc1nnc(NC(=O)CCC(=O)N2CCN(Cc3ccc(Cl)cc3)CC2)s1	11	0	-3	3	41	-1.1	0	4	112	-1
CCC(C)[C@H](NC(=O)N1CCn2c1nc1ccccc12)C(=O)NCCc1ccc(OC)c(OC)c1 (some centres undefined)	10	2	-7	-7	0	-1.6	-3	47	97	0
O=C(c1cc2c(=O)n3ccccc3nc2s1)N1CCOCC1	1	-3	-9	-3	7	-1.4	6	2	98	-6
Cc1c(C(C)(C)O)[nH]c2ccc(C(F)(F)F)cc12	-5	6	-9	5	-15	1.9	-7	5	93	-9
C/C(=N\NC(=O)c1cccc(N/N=C(\C)c2ccccc2)c1)c1ccccc1	15	4	-5	-1	14	2.0	-2	-1	101	1
OC(c1ccc(F)c(F)c1)c1nc(-c2ccc(F)c(Cl)c2)cs1 (centres undefined)	-2	-10	-2	-8	-7	0.1	1	2	96	-3
COC(=O)c1ccc2c(=O)n(CCCCCC(=O)NC(C)C)c(=O)[nH]c2c1	1	-4	-5	-3	3	-0.3	2	-1	93	2
COc1ccc(C)cc1S(=O)(=O)N1CCC(C(=O)NC2CCCC2)CC1	-3	3	·	7	2	3.6	3	-1	97	-1
COc1ccc(NC(=O)Nc2ccc(C(=O)N3CCOCC3)cc2)cc1	3	4	-5	-3	6	-1.8	1	-2	89	-4
O=C(O)c1ccc(-c2nc(-c3ccccc3)c(-c3cccs3)[nH]2)cc1	5	2	-5	-2	2	-2.2	-1	-1	98	2
CCn1c(O)c(/C=C/C=C/C=Nc2ccccc2)sc1=S	4	-6	-18	-7	-4	-0.6	-1	0	120	-2
O=C(NCC(c1cccnc1)N1CCN(c2ccc(F)cc2)CC1)c1ccc(F)cc1 (centres undefined)	4	5	-5	2	1	0.7	2	2	96	0
Cc1ccc(N(C(=O)Cc2cccs2)C(C(=O)NCC2CCCO2)c2ccncc2)cc1 (centres undefined)	10	6	1	3	-1	-1.0	0	7	97	2
N#Cc1cnc(Sc2ccccc2)nc1	-4	2	·	-3	-1	-1.5	4	-4	96	-4
Clc1ccc(N/N=C/c2ccncc2)cc1Cl	1	4	-5	5	-18	-1.5	-6	3	95	3
CCN(CC)CCn1cnc2c1c(=O)[nH]c(=O)n2Cc1ccccc1	-1	4	-1	6	-2	0.5	6	19	99	0
Cc1nn(C)c(Oc2cccc(Cl)c2)c1C=O	0	-6	-4	3	2	-0.1	2	3	74*	1
CC(C)(C)NC(=O)c1ccc(COc2ccc(Cl)cc2Cl)o1	0	-1	-3	0	-12	-0.5	-4	0	97	2
CCCCNC(=S)N1CCC(Cc2ccccc2)CC1	5	-1	-11	-3	-14	-3.2	-8	4	99	-1
COc1ccccc1-c1nc(C(N)=O)c2[nH]c(=O)n(-c3cccc(C)c3)c2n1	3	-6	·	7	1	-0.7	1	-2	102	5
O=C(c1ccccc1F)N1CCN(c2ccc([N+](=O)[O-])c3cccnc23)CC1	2	7	5	-1	0	1.4	2	-16	100	-2
N#Cc1ccc(C23CC4(C2)[C@H](CN(P(=O)(c2ccccc2)c2ccccc2)[C@@H]4c2ccccc2)C3c2ccc(Cl)nc2)cc1 (some centres undefined)	6	-10	·	5	-1	-0.9	-8	-4	95	-10
O=C(c1cc(-c2cccc(Cl)c2)on1)N1CCN(c2ccccc2)CC1	-2	6	-3	2	-5	0.7	-3	-10	93	0
O=C(NCC12CC3CC(CC(C3)C1)C2)c1nn2cccnc2c1Cl	1	0	-3	0	11	-1.5	3	-5	102	-9
Cc1cccc(NC(=O)c2ccc(S(=O)(=O)N3CCCCCC3)cc2)n1	3	-6	-5	-4	-6	-2.9	-7	0	96	-4
COc1ccc(-c2cc(C(F)(F)F)n3ncc(C(=O)N4CCc5ccccc5C4)c3n2)cc1	-2	-3	5	-2	3	0.1	-6	-2	98	1

# Additional compounds:
molecule	MC4R antag cAMP	PDI turbidity	CaV13 FRET inh	ABHD5-PLIN5 inh	Cardio protect	MC4R ag barr	HTR2A ag	Granule exo inh	ABCB6 inh 2	N-glyco inh
CC(=O)c1cccc(NC(=O)CC2S/C(=N/N=C3CCCCCC3)NC2=O)c1 (centres undefined)	1	-3	-3	7	0	-0.9	-1	-3	91	-2
COc1ccc(-n2nc(C(=O)Nc3ccc4c(c3)OCO4)c3ccccc3c2=O)cc1	6	-8	·	-2	7	0.5	1	0	90	-7
C[C@@H]1Cn2cnc(C(=O)Nc3cccc(Cl)c3)c2C(=O)N1	28	8	-10	-9	-12	1.2	-4	-2	102	-1
COc1ccccc1NS(=O)(=O)c1cc(C(=O)N2CCCC2)ccc1F	4	4	-14	10	9	-2.7	0	-6	91	0
COc1ccc(N2C(=O)CC(c3ccccc3)C2=O)cc1 (centres undefined)	3	13	-5	2	3	-0.5	3	5	97	0
Cc1ccc(CSCCNS(=O)(=O)c2ccccc2)cc1	-1	6	-5	-1	-6	3.6	-4	2	96	-1

# High-throughput results deposited in PubChem BioAssay by several laboratories.

# Hits appear at their usual frequency. Share with any hit: about 4.2%.
